# IL-2 act – activates IL-2 in a cell-based reporter assay; IL-2 activation reporter assay, cell-based qHTS; stimulated with anti-CD3/CD4/CD28 beads; in transgenic mouse T cells; activation, % (series mostly up to about 46 µM); 360,000 tested, 0.065% active; AID 652025; in the data active means activation above about 50%; inconclusive means mostly about 30% to 49%; further: 0% is about no effect
#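 Unstimulated transgenic mouse T cells preincubated 60 min with compound, then stimulated with anti-CD3/anti-CD4-coated beads plus anti-CD28 for 18 h at 37 degrees C. IL-2 response read as EGFP and DsRed fluorescence by plate cytometry.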
# EPAC1 ag – agonists of human EPAC1 | O95398 | EPAC1 agonist qHTS, biochemical assay; response scale: 100% = response to 6.5 mM cAMP | Potency, µM (doses to about 154 µM), for the others: at the top dose activation, actives largely listed as activators | 360,000 tested, 0.073% active | AID 720707; further: potency means the concentration at half of the fitted maximal effect; nearly all actives have a fitted effect of over 60% in size
#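 Read-out is the fluorescence drop as BODIPY-GDP leaves Rap1B (480 nm excitation, 540 nm emission), recorded every 5 minutes over 30 minutes. Reactions held 100 nM EPAC1, 250 nM Rap1B–BODIPY-GDP and 50 uM GDP, with 6.5 mM cAMP setting full activation.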
# PI5P4Ka inh – blocks human PI5P4K alpha kinase activity; P48426; PI5P4Kalpha enzyme, ADP-Glo luminescence, 60 min; hits give low values; max response, %; 330,000 tested, 1.2% active; AID 652105; active means max response of -50% or lower; inconclusive means between -30% and -50%; inactive means -30% or higher; further: value at the top dose of about 77 µM; on the % scale 0 is the no-effect control and ±100 the full control effect
#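 Human PI5P4Kalpha with substrate in 0.038 M HEPES pH 7.4, 0.28 mM EGTA, 0.1% CHAPS, 5% DMSO; reaction started with 5 microM ATP (final), 60 min at room temperature. ADP formed read by ADP-Glo luminescence.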
# WRN helicase inh – WRN helicase (human) inhibition | Potency, µM (top dose mostly 114 µM), for inactives: at the highest dose activity change, negative = inhibition, most hits filed as inhibitors | Q14191 | 360,000 tested, 0.46% active | WRN helicase unwinding, fluorescent forked duplex, kinetic; further: potency means the concentration at half of the fitted maximal effect; on the % scale 0 is the no-effect control and ±100 the full control effect; nearly all actives have a fitted effect of over 55% in size
# Target sequence (Q14191 whole entry, looked up): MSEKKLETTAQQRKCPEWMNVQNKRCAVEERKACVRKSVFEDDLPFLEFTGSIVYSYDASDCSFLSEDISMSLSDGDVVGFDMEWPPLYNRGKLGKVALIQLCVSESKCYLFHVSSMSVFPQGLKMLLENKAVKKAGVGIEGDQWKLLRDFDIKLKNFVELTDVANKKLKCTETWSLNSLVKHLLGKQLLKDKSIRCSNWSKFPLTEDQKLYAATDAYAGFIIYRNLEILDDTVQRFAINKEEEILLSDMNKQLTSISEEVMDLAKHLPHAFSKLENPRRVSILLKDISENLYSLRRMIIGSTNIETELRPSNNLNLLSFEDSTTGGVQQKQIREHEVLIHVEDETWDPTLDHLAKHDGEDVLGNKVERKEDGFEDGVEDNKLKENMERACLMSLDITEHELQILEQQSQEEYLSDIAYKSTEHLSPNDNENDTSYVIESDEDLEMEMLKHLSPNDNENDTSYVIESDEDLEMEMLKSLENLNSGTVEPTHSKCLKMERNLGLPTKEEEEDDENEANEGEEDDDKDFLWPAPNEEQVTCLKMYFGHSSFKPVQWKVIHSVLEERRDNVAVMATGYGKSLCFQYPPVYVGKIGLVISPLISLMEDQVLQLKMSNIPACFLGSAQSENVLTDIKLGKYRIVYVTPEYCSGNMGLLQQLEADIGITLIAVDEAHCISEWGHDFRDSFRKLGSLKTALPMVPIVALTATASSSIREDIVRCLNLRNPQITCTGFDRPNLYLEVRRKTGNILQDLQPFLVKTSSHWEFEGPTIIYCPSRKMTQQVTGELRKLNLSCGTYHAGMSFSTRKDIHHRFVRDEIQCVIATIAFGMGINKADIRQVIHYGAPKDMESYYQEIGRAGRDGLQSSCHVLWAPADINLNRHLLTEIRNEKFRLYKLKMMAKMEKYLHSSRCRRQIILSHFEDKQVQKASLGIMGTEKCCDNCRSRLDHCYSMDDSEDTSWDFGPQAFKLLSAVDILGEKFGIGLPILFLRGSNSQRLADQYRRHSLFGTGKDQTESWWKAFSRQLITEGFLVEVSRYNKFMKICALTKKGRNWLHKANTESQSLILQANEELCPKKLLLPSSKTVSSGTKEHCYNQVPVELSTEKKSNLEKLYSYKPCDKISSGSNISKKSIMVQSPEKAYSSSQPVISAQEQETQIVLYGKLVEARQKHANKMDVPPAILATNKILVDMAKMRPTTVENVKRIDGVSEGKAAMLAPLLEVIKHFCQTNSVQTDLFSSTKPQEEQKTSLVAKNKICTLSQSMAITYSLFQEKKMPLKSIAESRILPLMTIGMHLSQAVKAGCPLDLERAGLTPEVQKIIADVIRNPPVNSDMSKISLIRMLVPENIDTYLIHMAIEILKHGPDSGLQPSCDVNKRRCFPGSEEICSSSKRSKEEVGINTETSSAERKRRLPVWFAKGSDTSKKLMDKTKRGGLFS
#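 WRN at 20 nM final was preincubated with compound for 15 min at room temperature; reaction started with 100 nM forked duplex oligonucleotide carrying fluorophore and quencher plus 2 mM ATP (final). Unwinding followed kinetically by red fluorescence (ex 525/em 598 nm).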
# CCT chaperon mod – changes cytosolic chaperonin activity; purified chaperonin ATPase assay, HTRF ADP detection, 30 min; activity change, % (test concentration not listed), hits read low; 360,000 tested, 0.3% active; in the data active means activity change below about -30%; further: on the % scale 0 is the no-effect control and ±100 the full control effect
#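 TRiC (40 or 20 nM final, by batch activity) in 30 mM Tris pH 7.4, 100 mM KCl, 5 mM MgCl2, 1 mM DTT was treated with compound at 76 uM single dose, then 10 uM ATP, 30 min at 37 °C. ADP was read by HTRF Transcreener.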
# EPAC2 agonist – EPAC2 (human) agonism | Q8WZA2 | EPAC2 activation, biochemical qHTS; response scale: 100% = 6.5 mM cAMP response | Potency, µM (doses to about 154 µM), inactives show at the top dose activation, usual class: activators | 360,000 tested, 0.079% active; further: potency means the concentration at half of the fitted maximal effect; nearly all actives have a fitted effect of over 50% in size
#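 Guanine nucleotide exchange by EPAC2 is measured as reduced fluorescence of BODIPY-GDP once it is released from 250 nM Rap1B. Plates are read kinetically for 30 min at room temperature; results are scaled to 6.5 mM cAMP.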
# EPAC1 antag – antagonists of human EPAC1; O95398; 360,000 tested, 0.14% active; Potency, µM (highest dose often 115 µM), without a hit: at the top dose activity change, negative = inhibition, most hits filed as inhibitors; AID 720709; EPAC1 GEF assay, Rap1b-BODIPY-GDP exchange fluorescence;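 further: potency means the concentration at half of the fitted maximal effect; plate controls were vehicle for no effect and positive control for full effect; nearly all actives have a fitted effect of over 50% in size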
# PLK1 PBD block – blocks phosphopeptide binding to human PLK1 polo-box domain; Plk1 PBD binding of FITC phosphopeptide, fluorescence polarization; P53350; 360,000 tested, 2.8% active; AID 720504; Potency, µM, inactives show max response, negative = inhibition, usual class: inhibitors; further: potency means the concentration at half of the fitted maximal effect; series mostly up to about 57 µM; on the % scale 0 is the no-effect control and ±100 the full control effect; nearly all actives have a fitted effect of over 65% in size
# Numbers without * were called inactive; ? = inconclusive; / = no result given; & = joins results of further samples; [ ] = another dose, or the depositor's remark. Unless noted, the call rests on the fitted dose curve; in most records, active means well fitted curve in the direction sought with a large enough effect; inconclusive means small, poorly fitted or top-dose-only effect, or another doubt; inactive means no such curve, though single readings can be large; an effect the other way counts as inactive or inconclusive. Some of the compounds tested; the hit share may differ from the screen's.
EPAC2 agonist,EPAC1 ag,CCT chaperon mod,PLK1 PBD block,PI5P4Ka inh,IL-2 act,EPAC1 antag,WRN helicase inh,SMILES
-1%&4%,-21%&-22%,-1.2&1.6,-6%&0%,-1&-3,-3.3&-0.5,-1%&-6%,-7%&-3%,COc1cc(NC(=O)c2cc(C)on2)cc(C(=O)Nc2cccc(C(F)(F)F)c2)c1
-4%,-3%,0.1,1%,1,-3.6,13%,8%,Cc1cnc(CNC(=O)C2CCC(=O)N(CCc3ccc(Cl)cc3)C2)cn1 (stereo not given)
7%,2%,-1.0,?,-2,0.2,-5%,-8%,CC(=O)Nc1sc2c(c1C(=O)N1CCOCC1)CCCCC2
-6%,-12%,0.5,?,3,-0.7,6%,-2%,COc1ccccc1NC(=O)c1nnn(Cc2ccccc2)c1NC(=O)C(F)(F)F
0%,3%,-2.1,-2%,14,0.0,-16%,0%,CN(CC(=O)Nc1ccccc1Cl)C(=O)CSc1nc2ccccc2s1
-4%,3%,-0.9,5%,3,0.2,7%,9%,COc1ccc(C(CNC(=O)c2cc(S(=O)(=O)Nc3cccc(C)c3)ccc2C)N2CCOCC2)cc1 (stereo not given)
0%,-10%,-1.0,-6%,-16,-1.6,9%,-14%,CC1(C(=O)NNC(=O)c2cccc([N+](=O)[O-])c2)CC1(Br)Br (stereo not given)
8%,7%,1.0,-20%,-1,-0.4,-12%,-9%,Cc1nc(Cl)nc(N(C)c2ccccc2)c1[N+](=O)[O-]
9%,-6%,-0.8,-7%,-5,-0.8,4%,-2%,Cc1cccc(C)c1NC(=O)C(c1ccccc1OC(F)(F)F)N1CCN(C/C=C/c2ccccc2)CC1 (stereo not given)
0%,-10%,0.7,1%,-4,-0.4,-9%,7%,CC(=O)N1CCN(c2ccc([N+](=O)[O-])c(-n3nc(C)cc3C)c2)CC1
1%,0%,/,2%,-7,-0.6,-11%,2%,COC(=O)[C@]12CCCCC=C1N(Cc1ccc3c(c1)OCO3)C(=O)[C@H](CC(=O)NCC13CC4CC(CC(C4)C1)C3)C2
7%,14%,-2.1,-8%,/,-2.3,-9%,-1%,C=CCSc1nc(O)c(CC)c(=O)n1C(C)CC (stereo not given)
-1%,-1%,2.7,-8%,4,-1.4,-15%,-9%,N#CC(c1ccccc1)C(CC(=NO)c1ccccc1)c1ccccc1 (stereo not given)
5%,5%,0.5,-17%,/,-1.6,2%,-3%,O=C(COC(=O)CCc1c[nH]c(=O)[nH]1)Nc1ccccc1
21%,13%,0.4,-7%,-1,0.2,3%,4%,Cc1ccc(N(Cc2ccccc2)C(=O)CSC(C)C(=O)Nc2cc(C)on2)cc1 (stereo not given)
-3%,8%,-3.5,-8%,/,0.4,-1%,6%,Cn1c(=O)c2c(nc(CN3CCN(c4ccc(F)cc4)CC3)n2Cc2ccccc2F)n(C)c1=O
10%,13%,0.2,-12%,8,0.4,1%,-2%,Nc1c(C(=O)CSc2nncn2-c2ccccc2)c(=O)[nH]c(=O)n1C1CC1
8%,-1%,-3.1,0%,9,2.4,-2%,-8%,CC1CCN(S(=O)(=O)c2cc(C(=O)Nc3ccccn3)ccc2Br)CC1
8%,8%,-0.1,-5%,-6,0.6,0%,-3%,CC(C)(CO)NCC(O)COc1ccc2c(c1)CCC2 (stereo not given)
15%,9%,-1.3,-10%,1,-0.7,-8%,3%,Cc1ccc(-c2ccnc3cc(C)nn23)cc1
-1%,-1%,-1.5,0%,5,-3.1,-2%,-8%,Cc1ccc(CNC(=O)C2CCC(=O)N(CCc3ccc(Cl)cc3)C2)cc1 (stereo not given)
6%,3%,-3.4,-12%,2,0.3,-2%,3%,Cc1ccccc1CN1C[C@@H]2C[C@@H](c3cnc(N4CCOCC4)s3)N3CCC[C@@]23C1=O
-3%,-20%,1.3,1%,-8,-0.4,-2%,4%,CC(C)(C)OC(=O)C[C@@H]1C/C=C\C[C@@H](CC(=O)N(CCO)Cc2ccccc2)C(=O)N2CCC[C@@H]2COC1=O
3%,-8%,0.8,3%,-2,0.3,-2%,-5%,Cc1ccc2nc(SCC(=O)c3ccc(Cl)s3)[nH]c2c1
-6%,-2%,-0.9,1%,/,1.2,13%,-1%,COc1cccc(OC)c1C(=O)Nn1c(C2CCC2)nc2ccccc2c1=O
8%,-21%,-2.5,-5%,-2,-4.8,-20%,-3%,COc1ccc(NC(=O)NC2CCCc3ccccc32)cc1 (stereo not given)
-4%,-5%,0.0,-6%,2,-0.7,14%,-16%,CCc1cccc(C)c1NC(=S)N(CCN(C)C)Cc1cccs1
-3%,-9%,-32*,0%,7,4.7,-22%,2%,Cc1ccc(N(C(=O)c2csnn2)C(C(=O)NC2CCCCC2)c2ccccn2)c(C)c1 (stereo not given)
1%,-3%,0.7,-3%,-11,0.2,-3%,-6%,Cc1ccc(-c2nnn(CC(=O)N(c3ccc(F)cc3)C(C(=O)NC3CCCC3)c3ccncc3)n2)o1 (stereo not given)
3%,6%,-0.7,-7%,0,-0.6,-22%,-14%,O=C(COC(=O)C1CCN(c2ccc(C(F)(F)F)cn2)CC1)Nc1ccc(Cl)cc1
5%,9%,0.2,-7%,1,0.1,2%,-2%,CC(C)c1nc(CN2CCCCC2)cc(=O)[nH]1
12%,12%,-1.1,-4%,/,-3.9,8%,-5%,O=C(N/N=C/c1cccc(Oc2ccccc2)c1)c1cccc(Br)c1
12%,-2%,-2.9,-6%,-6,-1.0,18%,0%,COc1ccc(NC(=O)Nc2ccccc2F)c(C)c1
6%,3%,-0.1,-8%,-1,0.6,1%,-2%[11.6 µM],O=C(N/N=C/c1ccco1)C1CCCC1
-4%,-6%,-1.3,3%,-4,-2.5,3%,12%,CC(C)Oc1ccc(N2CC(C(=O)Nc3ccc4c(c3)OCO4)CC2=O)cc1 (stereo not given)
2%,12%,2.1,-4%,-2,-0.2,9%,-6%,COc1cc(/C=C/C(=O)Oc2coc(CSc3ncccn3)cc2=O)cc(OC)c1OC
6%,2%,-1.9,-7%,-3,0.1,-5%,-1%,COCCCNC(=S)N(Cc1ccccc1)Cc1ccccc1
14%,12%,2.2,3%,8,-0.9,-9%,-5%,COc1ccccc1C(=O)COC(=O)c1c(-c2ccccc2)noc1C
0%,-12%,1.2,1%,-4,0.5,1%,2%,C/C(=N\OCC(=O)Nn1c(=O)[nH]c2ccccc2c1=O)c1cccs1
2%,5%,0.5,-7%,?,-0.1,-21%,-12%,Nc1ccc(C(=O)N/N=C/c2c[nH]c3ccccc23)cc1

# Filtered by structure, the entries above with a furan ring, fused or not.
EPAC2 agonist,EPAC1 ag,CCT chaperon mod,PLK1 PBD block,PI5P4Ka inh,IL-2 act,EPAC1 antag,WRN helicase inh,SMILES
1%,-3%,0.7,-3%,-11,0.2,-3%,-6%,Cc1ccc(-c2nnn(CC(=O)N(c3ccc(F)cc3)C(C(=O)NC3CCCC3)c3ccncc3)n2)o1 (stereo not given)
6%,3%,-0.1,-8%,-1,0.6,1%,-2%[11.6 µM],O=C(N/N=C/c1ccco1)C1CCCC1

# The list continues:
EPAC2 agonist,EPAC1 ag,CCT chaperon mod,PLK1 PBD block,PI5P4Ka inh,IL-2 act,EPAC1 antag,WRN helicase inh,SMILES
11%,12%,1.0,1%,-1,1.0,15%,-3%,CCOc1ccc(N(CC(=O)Nc2ccc(C)cc2C)S(C)(=O)=O)cc1
-3%,-12%,0.9,-7%,-1,0.2,7%,4%,CCOC(=O)N1CCC(N2Cc3cccc(C(=O)NCC4CCN(CC(C)C)C4)c3C2=O)CC1 (stereo not given)
11%,12%,-2.2,-12%,2,-2.2,5%,-24%,O=C(Nc1ccc(C(=O)N2CCCCC2)cc1)c1cccc([N+](=O)[O-])c1
-3%,-3%,-13,0%,-4,-0.2,11%,8%,O=C(NC(Cc1ccccc1)C(=O)N1CCCC1C(=O)O)c1ccccc1 (stereo not given)
2%,-4%,-0.8,-6%,1,0.9,3%,-4%,Cc1csc(SCC(=O)NC(=O)Cc2ccccc2)n1
2%,1%,-1.9,-4%,4,0.2,13%,-1%[57.1 µM],CC(=O)Nc1ccc(NC(=O)C2C3CCC(C3)C2C(=O)O)cc1 (stereo not given)
-1%,4%,-1.0,-9%,-6,0.7,-11%,3%[57.1 µM],Cc1cc(NC(=O)CC2CCCC2)n(-c2nc3ccccc3[nH]2)n1
-7%,-6%,-3.0,0%,4,1.3,35%[activator],?,C/C(CC(C)C)=N\NC(=O)Nc1ccccc1
7%,-9%,-0.2,0%,6,-0.5,-6%,3%,O=C(NC1CCCCC1)C1c2ccccc2OCC(=O)N1CCCN1CCOCC1 (stereo not given)
21%,8%,-4.2,?,-1,-0.6,2%,-17%,O=C(CCCN1C(=O)/C(=C\c2cccc(Br)c2)SC1=S)Nc1ccc(C(=O)O)cc1
9%,8%,1.1,-2%,/,-1.0,10%,-2%,O=C1NCCCN1Cc1ccc(F)cc1
16%,10%,-1.2,1%,7,1.0,-6%,-11%,Cc1ccccc1NC(=O)Cc1nc(COC(=O)COc2cccc(C)c2C)cs1
8%,8%,-0.2,0%,1,1.7,4%,-2%,CCOc1ccc(N2C(=O)CC(NC3CCN(C(=O)c4cccs4)CC3)C2=O)cc1 (stereo not given)
2%,4%,-1.3,-13%,0,-1.9,-8%,-1%,CC(C)C(=O)Nc1cccc(C(=O)Nc2cc([N+](=O)[O-])ccc2Cl)c1
1%,2%,0.3,-2%,-24,0.7,-21%,-8%,O=C(CCCC(=O)Nc1cccc(Br)c1)N/N=C/c1cc([N+](=O)[O-])ccc1O
6%,3%,-0.7,0%,/,-0.7,-7%,-5%,O=C(NCc1ccccc1)c1noc2c1CCCCC2
4%,0%,-1.0,-23%,14,-3.8,3%,1%,CCOC(=O)C(Cc1ccccc1)NC(=O)CNC(=O)CNC(=O)OCc1ccccc1 (stereo not given)
4%,20%,-0.7,-7%,1,0.0,-8%,-11%,O=C(NCc1ccccc1Cl)c1ccc(-c2ccccc2)cc1
4%,7%,1.7,-6%,5,-0.2,?,-7%,CCOC(=O)c1ccc(S(=O)(=O)N2CCN(CCc3ccncc3)CC2)cc1
13%,8%,-3.8,-13%,3,-0.3,4%,-7%,CCOC(=O)n1c(=O)[nH]c2ccc(Br)cc21
-2%,-4%,-1.1,-2%,0,-0.4,2%,7%,CC(=O)OC1CC2(C)C(CCC2(O)C(C)=O)C2CCC3C(Cl)C(=O)CCC3(C)C12 (stereo not given)

# High-throughput results: PubChem, National Center for Advancing Translational Sciences (NCATS)
